MmCpn inh – M. maripaludis TRiC chaperonin inhibition | purified Mm-Cpn ATPase, ADP Transcreener TR-FRET | Potency, µM (doses to about 76.9 µM), for the others: at the highest dose activity, negative = inhibition, usual class: inhibitors | 0.031% of 330,000 active; also: potency is read from the fitted curve at half-maximal effect; % is scaled to controls: 0 for no effect and ±100 for the full control effect; nearly all actives have a fitted effect of over 80% in size
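ATPase turnover read by TR-FRET ADP competition (Eu cryptate antibody/ADP-d2, 665/590 nm): 10uM ATP final, 25nM Mm-CPN final, 30 min 37degC after 10-min compound preincubation, pH 7.4 Tris/KCl/MgCl2/DTT buffer.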
CCT modulator – cytosolic chaperonin activity modulation | 0.3% of 360,000 active | activity change, % (test concentration not listed), hits read low | purified chaperonin ATPase assay, HTRF ADP detection, 30 min | AID 651819; in the data active = activity change below about -30%; also: % is scaled to controls: 0 for no effect and ±100 for the full control effect
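We incubate TRiC, 40 or 20 nM final, with library compounds at 76 uM and 10 uM ATP for 30 min at 37 °C. ADP formed is detected with Transcreener HTRF reagents after 30 min at room temperature.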
EPAC2 ag – agonists of human EPAC2 (RAPGEF4); Potency, µM (doses to about 154 µM), for the others: at the highest dose activation, usual class: activators; EPAC2 activation, biochemical qHTS; response scale: 100% = 6.5 mM cAMP response; Q8WZA2; AID 720711; 0.079% of 360,000 active; also: potency is read from the fitted curve at half-maximal effect; nearly all actives have a fitted effect of over 50% in size
Target sequence (Q8WZA2 whole entry, looked up): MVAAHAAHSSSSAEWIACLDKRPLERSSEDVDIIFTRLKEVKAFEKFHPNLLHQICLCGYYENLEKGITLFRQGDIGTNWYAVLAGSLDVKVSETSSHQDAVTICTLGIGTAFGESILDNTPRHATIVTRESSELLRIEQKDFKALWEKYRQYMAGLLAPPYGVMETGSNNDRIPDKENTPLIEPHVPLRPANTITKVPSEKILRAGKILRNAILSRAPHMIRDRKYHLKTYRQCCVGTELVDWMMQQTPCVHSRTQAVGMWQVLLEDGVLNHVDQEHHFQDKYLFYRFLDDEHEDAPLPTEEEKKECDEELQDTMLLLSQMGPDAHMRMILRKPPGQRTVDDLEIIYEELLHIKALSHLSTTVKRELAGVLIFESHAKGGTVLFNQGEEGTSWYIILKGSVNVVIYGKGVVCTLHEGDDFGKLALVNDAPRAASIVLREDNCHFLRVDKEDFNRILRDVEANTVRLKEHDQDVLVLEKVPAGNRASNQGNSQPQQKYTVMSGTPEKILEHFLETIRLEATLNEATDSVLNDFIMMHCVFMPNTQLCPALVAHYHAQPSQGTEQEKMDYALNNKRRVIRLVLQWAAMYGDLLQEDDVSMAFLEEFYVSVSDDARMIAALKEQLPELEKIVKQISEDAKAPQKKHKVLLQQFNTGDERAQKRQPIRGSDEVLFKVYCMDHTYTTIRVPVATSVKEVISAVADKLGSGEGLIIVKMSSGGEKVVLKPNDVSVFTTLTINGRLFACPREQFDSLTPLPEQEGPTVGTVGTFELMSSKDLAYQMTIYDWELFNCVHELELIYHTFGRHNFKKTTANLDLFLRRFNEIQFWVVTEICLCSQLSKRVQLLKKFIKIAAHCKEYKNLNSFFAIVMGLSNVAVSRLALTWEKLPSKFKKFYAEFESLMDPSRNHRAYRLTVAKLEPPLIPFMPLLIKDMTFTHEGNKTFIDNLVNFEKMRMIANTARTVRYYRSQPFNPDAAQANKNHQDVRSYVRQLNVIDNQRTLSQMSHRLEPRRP
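EPAC2 (100 nM) mixed with Rap1B loaded with BODIPY-GDP (250 nM) plus 50 uM unlabeled GDP; compounds pinned in, 5 min RT, then read every 5 min for 30 min (ex 480, em 540 nm). Normalized to cAMP control.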
TGFb inhibitor – inhibitors of TGF-b signaling. HepG2 CAGA-GFP TGF-b/SMAD3 reporter, GFP fluorescence, 18 h; TGF-beta stimulated, 500 pg/mL final. Potency, µM (titrated, usually from 46.1 µM), for inactives: at the highest dose activity, negative = inhibition, hits mostly inhibitors. 1.2% of 410,000 active; also: potency is read from the fitted curve at half-maximal effect; % is scaled to controls: 0 for no effect and ±100 for the full control effect; nearly all actives have a fitted effect of over 65% in size
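Read-out: total well GFP (ex488/em500-530) summed from mean per-cell fluorescence. Cells: HEPG2 CAGA-GFP, 1% FBS DMEM, 18 h at 37 degrees C with 500 pg/mL final TGF-beta. Unstimulated wells served as the full-inhibition control; stimulated DMSO wells = 0%.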
A549 tox – A549 cytotoxicity, counter-screen for Nrf2 inhibitors | A549 ARE-Fluc cells, CellTiter-Fluor viability, 18-24 h | Potency, µM (series often up to 46 µM), inactives show at the highest dose activity change, negative = cytotoxicity, usual class: inhibitors | 0.16% of 390,000 active; also: potency is read from the fitted curve at half-maximal effect; % is scaled to controls: 0 for no effect and ±100 for the full control effect
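A549 ARE_Fluc cells in 5% FBS OPTI-MEM were exposed to compounds in concentration-response for 18-24 h at 37 deg C. Viability was read by CellTiter-Fluor fluorescence (Ex 405/Em 525) after 30 min, before the luciferase read.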
EPAC2 antag – blocks human EPAC2 exchange factor | EPAC2 GEF exchange of Rap1B-BODIPY-GDP, fluorescence | 0.18% of 360,000 active | Potency, µM (titrated, usually from 114 µM), for the others: top-dose activity, negative = inhibition, hits mostly inhibitors; also: potency is read from the fitted curve at half-maximal effect; % is scaled to controls: 0 for no effect and ±100 for the full control effect; nearly all actives have a fitted effect of over 45% in size; many of its hits are not listed in these tables
Akt phos inh – blocks phosphorylation of Akt; Neuro2A IGF-stimulated pAkt S473 HTRF, 20 min; hits give low values; activity change, % for hits at 50 µM; 0.32% of 360,000 active; in the data active = activity change below about -80%; inconclusive = mostly about -51% to -80%; also: % is scaled to controls: 0 for no effect and ±100 for the full control effect
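Neuro2A cells (4,500/well, DMEM with 0.5% FBS) were treated with compound at a single 50 µM final concentration, stimulated with 6 nM IGF for 20 min at 37 °C, and lysed. Phospho-Akt Ser473 was read by HTRF as 665/615 ratio ×10^4.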
Nrf2 inh – inhibitors of Nrf2 signaling; 2.1% of 360,000 active; AID 504444; A549 ARE-Fluc reporter, luciferase luminescence, 18-24 h; Potency, µM (titrated, usually from 46 µM), for the others: top-dose activity change, negative = inhibition, usual class: inhibitors; also: potency is read from the fitted curve at half-maximal effect; % is scaled to controls: 0 for no effect and ±100 for the full control effect; nearly all actives have a fitted effect of over 60% in size
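Quantitative HTS in A549 cells stably bearing an antioxidant response element-firefly luciferase construct. Inhibition of Nrf2-driven transcription was scored by luminescence after 18-24 h of compound exposure at 37 °C.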
Nrf2 ARE act – activates Nrf2 signaling | 0.31% of 410,000 active | Potency, µM (titrated, usually from 46.1 µM), without a hit: at the top dose activation, actives largely listed as activators | AREc32 ARE-luciferase reporter (MCF7-derived line), luminescence, 24 h; also: potency is read from the fitted curve at half-maximal effect; % of control where 0% means no effect; nearly all actives have a fitted effect of over 65% in size
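Cells of the AREc32 ARE-luciferase line are plated in OPTI-MEM containing 5% FBS and left overnight at 37 deg C. Compounds are pinned in, incubation continues 24 hr, and firefly luciferase signal is then measured.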
Starred values were filed as active, the others as inactive; i = inactive; ? = inconclusive; / = no result given; & = joins results of further samples; [ ] = remark or other dose. Unless noted, calls follow the shape of the dose curve; as a rule, active = well fitted curve in the direction sought with a large enough effect; inconclusive = small, poorly fitted or top-dose-only effect, or another doubt; inactive = no such curve, though single readings can be large; an effect the other way counts as inactive or inconclusive.

#	structure	MmCpn inh	CCT modulator	EPAC2 ag	TGFb inhibitor	A549 tox
1	COc1ccc(-c2ccc(SCC(=O)Nc3nccs3)nn2)cc1OC	?	-1.2	10%	11%	0%
2	O=C(Cc1cccs1)NCCS(=O)(=O)N1CCN(c2ccccc2F)CC1	-2%	-1.1	-6%	-6%	-13%
3	CC(=O)c1cccc(NC(=O)Cn2cc(C(=O)c3cccc(Cl)c3)c(=O)c3ccc(C)nc32)c1	/	/	/	-13%	-21%
4	Cc1ccc(-n2c(SCn3nnc4ccccc4c3=O)nnc2-c2cccnc2)c(C)c1	0%	-5.5	3%	-6%	-7%
5	CC1CCN(S(=O)(=O)c2ccc3ncn(CC(=O)N(C)C4CCCCC4)c(=O)c3c2)CC1	2%	1.6	-13%	16%	-9%
6	CCCCOc1ccc(C(=O)N/C(=C/C=C/c2ccccc2)C(=O)N2CCOCC2)cc1	0%	-3.8	-2%	0%	-12%
7	CC(C)CCNC1=NCCCCC1	-1%	-0.3	1%	?	3%
8	CCCCCCCCCC(=O)NNC(=O)c1c(O)c2ccccc2n(CCC)c1=O	0%	-4.5	-11%	9%	-8%

#	EPAC2 antag	Akt phos inh	Nrf2 inh	Nrf2 ARE act
1	-7%	i	?	1.1%
2	3%	i	5%	0.3%
3	/	/	-26%	-0.6%
4	5%	i	?	-0.4%
5	13%	i	?	2.3%
6	-6%	i	-18%	0.5%
7	8%	i	-2%	0.1%
8	37%[activator]	i	2%	0.1%

Additional structures:
#	structure	MmCpn inh	CCT modulator	EPAC2 ag	TGFb inhibitor	A549 tox
9	O=C(O)c1cn2c3c(ccc(Cl)c3c1=O)OCC2	-1%	-4.8	12%	-9%	2%
10	Cc1c(Br)c([N+](=O)[O-])nn1CC(=O)N1CCN(C23CC4CC(CC(C4)C2)C3)CC1	1%	-4.1	3%	-14%	1%
11	COc1ccc(CCC(=O)NCCS(=O)(=O)N2CCN(c3ccccc3F)CC2)cc1	-3%	4.4	13%	-6%	4%
12	Cc1cccnc1NC(=O)C1CCCN(S(=O)(=O)c2ccc3c(c2)oc(=O)n3C)C1 (stereo not given)	-1%	-5.1	7%	?	-5%
13	Cc1onc(-c2ccccc2)c1-c1n[nH]c(=S)n1-c1ccc(C(=O)O)cc1	0%	1.3	-7%	2%	-9%
14	O=S(=O)(/C(=C/c1ccc(C(F)(F)F)cc1)c1nc2ccccc2[nH]1)c1ccccc1	0%	1.2	2%	5µM*	?
15	Cn1c(COc2ccc([N+](=O)[O-])cc2)nnc1SCC(=O)NCC1CCCO1 (stereo not given)	1%	-2.9	12%	5%	6%
16	O=C(O)CC/C(=N/Nc1ncc(C(F)(F)F)cc1Cl)C(=O)O	-1%	-2.6	-3%	-1%	2%

#	EPAC2 antag	Akt phos inh	Nrf2 inh	Nrf2 ARE act
9	2%	i	-7%	2.8%
10	-3%	/	20%	3.2%
11	0%	i	-8%	0.3%
12	38%[activator]	i	9%	-0.1%
13	-2%	i	7%	-0.3%
14	7%	i	?	?
15	2%	i	-1%	0.3%
16	2%	i	16%	2.8%

(further entries)
#	structure	MmCpn inh	CCT modulator	EPAC2 ag	TGFb inhibitor	A549 tox
17	CN1c2ccccc2Sc2cc(N)ccc21	-11%	-0.2	12%	-18%	17%
18	O=C(Nc1cccc(F)c1)N1CCC(c2ccccc2)CC1	-15%	1.3	12%	-2%	2%
19	O=C(O)c1cc([N+](=O)[O-])ccc1NCCCc1ccccc1	/	0.8	-4%	-18%	?
20	Cc1ccc(C)c2nc(SCC(=O)Nc3ccc4c(c3)OCO4)c(C#N)cc12	0%	0.9	6%	13%	11%
21	CC(C)COP(=O)(c1ccc(N(C)C)cc1)C(O)c1ccccn1 (stereo not given)	-2%	-1.9	1%	15%	1%
22	O=C(COC(=O)c1cc(-c2cccs2)nn1-c1ccccc1)Nc1ccc(Cl)c([N+](=O)[O-])c1	-14%	-2.2	-2%	8%	0%
23	N/C(=N\OC(=O)CCCCCN1C(=O)c2ccccc2C1=O)c1ccccn1	-2%	-6.9	-5%	-1%	-9%
24	Cc1ccc(OC(C)C(=O)Nc2ccc(C)c(S(=O)(=O)Nc3ccc(C)cc3C)c2)cc1 (stereo not given)	1%	-1.5	11%	?	-10%

#	EPAC2 antag	Akt phos inh	Nrf2 inh	Nrf2 ARE act
17	-17%	i	-5%	-0.1%
18	?	i	-23%	-0.2%
19	-11%	/	-23%	0.3%
20	1%	i	14%	-1.2%
21	-6%	i	19%	0.0%
22	6%	i	8%	0.3%[9.22 µM]
23	-3%	i	6%	0.3%
24	-17%	i	?	2.2%

More structures.
#	structure	MmCpn inh	CCT modulator	EPAC2 ag	TGFb inhibitor	A549 tox
25	Cc1ccc(/C=N/NC(=O)Cn2nccc2C)o1	0%	-2.6	13%	19%	1%
26	CCCOc1ccc(/C=C/C(=O)NCc2ccccc2)cc1	0%	0.7	2%	23%	0%
27	CC/C(Cc1ccccc1)=N\NC(=O)c1cc(C)oc1C	6%	-3.4	3%	-1%	1%
28	COc1ccc(NC(=O)NC(C)C2CC3CCC2C3)cc1 (stereo not given)	0%	0.3	-9%	-6%	2%
29	CN(C)CCN1C(=O)C(=O)/C(=C(/O)c2ccc(F)cc2)C1c1ccccc1 (stereo not given)	-2%	0.5	1%	-11%	1%
30	Nc1nc2n(n1)C(c1ccccc1)CC(c1ccc(F)cc1)N2 (stereo not given)	-1%	-2.7	12%	7%	-3%
31	CC(Oc1cc2oc(=O)c3c(c2cc1Cl)CCCC3)C(=O)NCCN1CCOCC1 (stereo not given)	-2%	-0.4	-1%	-2%	0%
32	COc1ccc(-c2nnc(SCC(=O)Nc3cc(C)on3)n2N)cc1OC	2%	-4.6	11%	1%	-2%

#	EPAC2 antag	Akt phos inh	Nrf2 inh	Nrf2 ARE act
25	-3%	i	10%	0.1%
26	0%	i	5%	0.4%
27	6%	i	12%	0.4%[9.22 µM]
28	-20%	i	12%	2.3%
29	2%	i	-2%	0.4%
30	3%	i	-2%	0.7%
31	0%	i	-14%	0.1%
32	1%	i	?	0.1%

Reformatted: entries from further up
26. CCCOc1ccc(/C=C/C(=O)NCc2ccccc2)cc1
  MmCpn inh: 0%; CCT modulator: 0.7; EPAC2 ag: 2%; TGFb inhibitor: 23%; A549 tox: 0%; EPAC2 antag: 0%; Akt phos inh: i; Nrf2 inh: 5%; Nrf2 ARE act: 0.4%
27. CC/C(Cc1ccccc1)=N\NC(=O)c1cc(C)oc1C
  MmCpn inh: 6%; CCT modulator: -3.4; EPAC2 ag: 3%; TGFb inhibitor: -1%; A549 tox: 1%; EPAC2 antag: 6%; Akt phos inh: i; Nrf2 inh: 12%; Nrf2 ARE act: 0.4%[9.22 µM]

Continuation:
#	structure	MmCpn inh	CCT modulator	EPAC2 ag	TGFb inhibitor	A549 tox
33	Cc1cccc(NS(=O)(=O)c2ccc(C)c(C(=O)OCC(=O)Nc3cc(C)on3)c2)c1	0%	-2.0	12%	5%	-2%
34	C=CCN(CC=C)Cc1c(O)ccc2c1oc(=O)c1ccccc12	/	-1.4	0%	1%	3%
35	O=C(O)c1cc(N=Nc2c(O)ccc3ccccc23)cc(C(=O)O)c1	-1%	0.4	-5%	-3%	?
36	COCCCN=Cc1c(C)[nH]n(-c2ccc(Br)cc2Br)c1=O	1%	-0.3	9%	-11%	3%
37	COc1cccc(CNC(=O)CCC(=O)N2Cc3cccc(OC)c3Oc3ncccc32)c1OC	0%	0.3	17%	-3%&-19%	4%&-3%
38	Clc1cccc(Cl)c1C1=NOC(c2nnc(-c3ccccc3)o2)C1 (stereo not given)	1%	0.2	7%	10%	-2%
39	c1csc(CNc2ncnc3sccc23)c1	/	1.2	6%	-20%	-17%
40	Cc1ccc2c(c1)N(CCC(=O)NCc1ccc(F)cc1)C(=O)CO2	/	/	/	0%	-3%

#	EPAC2 antag	Akt phos inh	Nrf2 inh	Nrf2 ARE act
33	1%	i	?	3.2%
34	-3%	i	10%	0.4%
35	?	i	7%	-0.1%
36	0%	i	1%	0.3%
37	15%	/	26%&-6%	2.8%&3.8%
38	-5%	i	?	5.5%
39	12%	i	5.8µM*	13%
40	/	/	2%	-0.9%

Later entries.
#	structure	MmCpn inh	CCT modulator	EPAC2 ag	TGFb inhibitor	A549 tox
41	Cc1ccc(NC(=O)CN(C)S(=O)(=O)c2cccc3cccnc23)cc1F	2%	0.4	7%	?	20%&3%
42	Cn1cc(/C=N/Nc2ccccc2)c2ccccc21	-3%	-2.0	11%	-23%	-2%
43	CCN1CCN(CCNC(=O)Cn2c(=O)c3cccn3c3ccc(F)cc32)CC1	-1%	-2.6	8%	12%	-3%
44	Cc1ccc(CNC(=O)CN(c2ccc(C)cc2)S(=O)(=O)c2c(C)n[nH]c2C)cc1	-5%	1.4	-5%	1%	6%
45	CCO[C@H]1OC(C(=O)NCc2ccccc2)=C[C@@H](C2CC2)[C@@H]1CCCO	/	-3.0	3%	2%	14%
46	CC(C)c1ccc(C2c3[nH]c4ccccc4c3C[C@H]3C(=O)N(c4ccccc4C(=O)N4CCC[C@H]4C(=O)O)C(=O)N23)cc1 (stereo not given in full)	-1%	-0.4	1%	-24%	-1%

#	EPAC2 antag	Akt phos inh	Nrf2 inh	Nrf2 ARE act
41	-9%	i	-6%&-9%	0.8%&4.4%
42	2%	i	3%	7.0%
43	-9%	i	-8%	-1.1%
44	4%	i	-5%	-1.1%
45	6%	i	9%	-0.2%
46	-28%	i	3%	1.0%

The list is partial; the hit share may differ from the screen's.
